# SNCA expr inhib = reduces expression of the alpha-synuclein gene; AID 1671194; HEK-293 SNCA-luciferase knock-in, luminescence, 24 h; 0.17% of 140,000 active; Potency, µM (titrated, usually from 57.2 µM), without a hit: top-dose activity change, negative = inhibition, most hits filed as inhibitors;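 further: potency means the concentration at half of the fitted maximal effect; plate controls were DMSO cells for no effect and cell-free wells for full effect; nearly all actives have a fitted effect of over 45% in size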
# GPT2 inh = blocks human glutamate pyruvate transaminase 2; Recombinant GPT2, coupled pyruvate oxidase/HRP Amplex Red fluorescence; AID 1671188; 0.25% of 100,000 active; Q8TD30; Potency, µM (top dose mostly 57.7 µM), inactives show at the highest dose activity change, negative = inhibition, usual class: inhibitors; further: potency means the concentration at half of the fitted maximal effect; nearly all actives have a fitted effect of over 60% in size; many of its hits are not listed in these tables
#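 GPT2 10ng/uL, a-KG 250uM, L-Ala 2mM, HEPES pH7.5 + 0.0001% Tween; 30 min RT. Then Amplex mix (PO/HRP/ThPP), 30 min RT dark, fluorescence. AOA 50uM used as positive control.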
# 3T3 cytotox = kills NIH 3T3 cells; NIH 3T3 viability, CellTiter-Glo ATP luminescence, 48-72 h; Potency, µM (titrated, usually from 96.7 µM), inactives show at the highest dose activity change, negative = cytotoxicity, most hits filed as inhibitors; 4.3% of 94,000 active; AID 1345082; further: potency means the concentration at half of the fitted maximal effect; nearly all actives have a fitted effect of over 55% in size
#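 Cytotoxicity is measured as loss of cellular ATP: NIH 3T3 cells (400/well) are exposed to compound for 48 or 72 hr at 37 °C, then CellTiter-Glo luminescence is imaged after 10 min at room temperature.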
# HEK cytotox = kills HEK 293 cells. HEK 293 viability, ATP luminescence (CellTiter-Glo), 48-72 h. Potency, µM (doses to about 115 µM), without a hit: at the top dose activity change, negative = cytotoxicity, actives largely listed as inhibitors. 6.6% of 94,000 active. AID 1345083; further: potency means the concentration at half of the fitted maximal effect; nearly all actives have a fitted effect of over 60% in size
#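 HEK 293 seeded at 250 cells/well receive compound via pintool. After 48 or 72 hr at 37 degree Celsius, 5% CO2 and 95% humidity, CellTiter-Glo is dispensed and luminescence read following 10 min at room temperature.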
# FLuc inh = inhibitors of firefly (Photinus pyralis) luciferase; Potency, µM (highest dose often 115 µM), inactives show at the top dose activity change, negative = inhibition, hits mostly inhibitors; P08659; 2.5% of 76,000 active; purified P. pyralis luciferase, luminescence, biochemical; AID 1347043; further: potency means the concentration at half of the fitted maximal effect; nearly all actives have a fitted effect of over 65% in size
# Target sequence (P08659 whole entry, looked up): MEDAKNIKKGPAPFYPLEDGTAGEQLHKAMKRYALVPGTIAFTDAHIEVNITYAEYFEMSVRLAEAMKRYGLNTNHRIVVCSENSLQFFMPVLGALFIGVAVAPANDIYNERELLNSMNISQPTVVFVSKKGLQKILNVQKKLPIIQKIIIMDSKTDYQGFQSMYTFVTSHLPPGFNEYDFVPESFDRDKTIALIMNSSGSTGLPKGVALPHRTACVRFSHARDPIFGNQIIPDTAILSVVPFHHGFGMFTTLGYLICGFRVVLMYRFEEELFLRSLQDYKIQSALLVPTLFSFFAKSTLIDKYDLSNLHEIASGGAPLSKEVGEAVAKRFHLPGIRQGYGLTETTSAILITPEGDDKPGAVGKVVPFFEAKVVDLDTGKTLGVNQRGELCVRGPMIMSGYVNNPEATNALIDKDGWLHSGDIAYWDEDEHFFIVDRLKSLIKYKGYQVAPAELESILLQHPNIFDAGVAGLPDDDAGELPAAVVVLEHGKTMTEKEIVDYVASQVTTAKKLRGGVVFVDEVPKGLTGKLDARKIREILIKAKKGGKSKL
#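 Purified P. pyralis luciferase (10nM final) in 50mM Tris acetate pH 7.5, 10mM Mg acetate, 0.01% Tween-20, 0.05% BSA with 10uM D-luciferin and 10uM ATP. Compounds titrated qHTS. Luminescence imaged on CCD.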
# IP6K1 inh = IP6K1 kinase inhibition. Q92551. IP6K1 kinase, ADP-Glo luminescence, 2 h; stronger effect = lower value. activity change, % (series mostly up to about 58 µM). 0.81% of 140,000 active. AID 1645851; in the data active means activity change below about -25%
# Target sequence (Q92551 whole entry, looked up): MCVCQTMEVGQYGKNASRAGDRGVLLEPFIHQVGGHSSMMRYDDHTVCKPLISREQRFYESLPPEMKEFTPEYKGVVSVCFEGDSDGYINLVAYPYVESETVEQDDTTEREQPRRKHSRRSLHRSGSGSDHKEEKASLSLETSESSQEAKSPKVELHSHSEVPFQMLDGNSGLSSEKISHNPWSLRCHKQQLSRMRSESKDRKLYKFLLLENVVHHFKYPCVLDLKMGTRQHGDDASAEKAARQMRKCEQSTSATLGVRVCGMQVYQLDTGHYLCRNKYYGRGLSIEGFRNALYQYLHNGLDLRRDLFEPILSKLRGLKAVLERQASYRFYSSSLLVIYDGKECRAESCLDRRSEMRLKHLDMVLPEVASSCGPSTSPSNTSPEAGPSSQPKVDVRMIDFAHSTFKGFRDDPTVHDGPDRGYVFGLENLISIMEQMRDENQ
#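 ADP-Glo luminescence measures ADP made by human IP6K1 during a 2 h RT reaction with ATP/IP6 (mix at 1.3 mM/130 uM); top library doses 57.5 and 19.1 uM final.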
# SNCA viab count = reduces viability of HEK-293 SNCA reporter cells; HEK-293-SNCA-luc viability, GF-AFC fluorescence, 24 h; Potency, µM (top dose mostly 57.1 µM), for the others: top-dose activity change, negative = cytotoxicity, usual class: cytotoxic; 0.12% of 150,000 active; AID 1671193;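 further: potency means the concentration at half of the fitted maximal effect; 0% = DMSO-treated cells and -100% = medium-only wells without cells; nearly all actives have a fitted effect of over 30% in size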
#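 HEK-293-SNCA-luc cells (1500/well) plated 24 h, then exposed 24 h to a dilution series; GF-AFC added 30 min at 37C, fluorescence 405/540 nm; normalised to medium-only and DMSO wells, Hill fit.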
# Numbers without * were called inactive; i = inactive; ? = inconclusive; . = not tested or not shown; [ ] = another dose, or the depositor's remark. Unless noted, the call rests on the fitted dose curve; in most records, active means well fitted curve in the direction sought with a large enough effect; inconclusive means small, poorly fitted or top-dose-only effect, or another doubt; inactive means no such curve, though single readings can be large; an effect the other way counts as inactive or inconclusive. Unless noted, on the % scale 0 is the no-effect control and ±100 the full control effect. An excerpt. The share of hits here may be higher or lower than overall.
[1] Cc1ccc(C(=O)N2CCC(C(=O)N3CCCC(c4nc5ncccc5[nH]4)C3)CC2)cc1 (centres undefined)
[2] CN(CC#N)C(=O)c1cc(-c2ccc(C(F)(F)F)cc2)nc2c1cnn2C
[3] Cc1cccc(C(=O)NCc2nnc3cc(-c4nc(C(C)C)no4)ccn23)c1
[4] O=C(c1ccc(Cl)nc1)N1CCn2c(nn(-c3ccc(F)cc3)c2=O)C1
[5] CCNC(=O)N1CCC(Cc2ccc(C(=O)NCCN3CCCCC3)cc2)CC1
[6] Cc1ccc(C)c(-n2c3nc(=O)[nH]c(=O)c-3cc3c(C)nn(-c4ccccc4)c32)c1
[7] Cc1ccc(N2C(=O)CCSC23C(=O)N(Cc2ccc(F)cc2)c2ccccc23)cc1 (centres undefined)
[8] CC(C)(O)C#Cc1ccc(-c2nccn2-c2cccc(-n3cncn3)c2)cc1

Screen / compound no.,1,2,3,4,5,6,7,8
SNCA expr inhib,16%,.,3%,19%,-8%,7%,?,6%
GPT2 inh,i,.,i,i,i,.,.,4%
3T3 cytotox,-10%,?,-4%,-26%,-21%,.,.,?
HEK cytotox,i,?,-19%,?,-1%,.,.,-21%
FLuc inh,.,.,2%,-17%,-8%,.,.,-4%
IP6K1 inh,-3,-13,15,1,-10,7,-16,10
SNCA viab count,-3%,.,6%,2%,4%,1%,?,-12%

[9] O=C(NCCc1ccncc1)C1CN(C(=O)CCc2ccccc2)CC12CCOCC2 (centres undefined)
[10] CC(C)CNC(=O)N1CCC2(CC1)CC(N(C(=O)c1ccccc1)C1CC1)CCO2 (centres undefined)
[11] O=C(NCCc1ccc(Cl)cc1)C(=O)NCC(c1ccco1)S(=O)(=O)c1ccccc1 (centres undefined)
[12] O=C(c1ccc(Cl)cc1)N1CCN(Cc2ccccc2-c2cccnc2)CC1
[13] O=C(NCC(F)(F)F)c1ccc2oc(-c3cccnc3)nc2c1
[14] CNC(=O)[C@@H]1CN(S(=O)(=O)c2cc(F)ccc2C)C[C@H]1C1CCN(C)CC1
[15] CCNC(=O)[C@@H]1C[C@H](NC(=O)c2ccn(CC)n2)CN1C1CCOCC1
[16] C[C@]12C=CC(=O)N[C@@H]1CC[C@H]1[C@H]3CC[C@@H](C(=O)Nc4cc(C(F)(F)F)ccc4C(F)(F)F)[C@@]3(C)CC[C@@H]12

Screen / compound no.,9,10,11,12,13,14,15,16
SNCA expr inhib,12%,-7%,7%,10%,91%[activator],4%,0%,-17%
GPT2 inh,5%,-17%,.,?,5%,i,?,i
3T3 cytotox,i,-28%,.,?,-26%,i,-3%,.
HEK cytotox,0%,-19%,.,?,?,i,3%,.
FLuc inh,-1%,9%,.,.,.,-1%,2%,.
IP6K1 inh,13,0,-6,3,3,-2,5,.
SNCA viab count,1%,9%,23%,-23%[12.5 µM],12%,-5%[12.5 µM],-10%,3%

[17] O=[S+]([O-])(c1ccccc1)N1CCCN(c2ccc3nnc(C4CC4)n3n2)CC1
[18] N#Cc1cccnc1-c1ccc(C(=O)N2CCC(N[S+](=O)([O-])c3cccs3)CC2)cc1
[19] CCN(CC)c1ccc(NC(=O)COCc2cc(-c3ccc4c(c3)OCO4)on2)c(C)c1
[20] O=[S+]([O-])(c1cccnc1)c1nnn2c1nc(NCc1ccc(F)cc1)c1ccccc12
[21] O=C(NCc1ccccc1)NC[C@H]1Cn2cc(-c3ccccc3)nc2CO1
[22] COc1ccccc1-c1cccc(C(=O)N2CCN(C(=O)Nc3ccccc3)CC2)c1
[23] COc1ccc(-c2cc(N3CCC(NC(=O)c4cccc(Cl)c4)C3)n[nH]2)cc1 (centres undefined)
[24] O=C(C1CCCN(S(=O)(=O)c2ccc(Br)s2)C1)N1CCN(c2cccc(Cl)c2)CC1 (centres undefined)

Screen / compound no.,17,18,19,20,21,22,23,24
SNCA expr inhib,.,26%,4%,-3%,-3%[87.6 µM],2%,-25%,-5%
GPT2 inh,.,?,.,i,-3%[88.5 µM],i,-9%,.
3T3 cytotox,?,?,.,i,?,?,?,.
HEK cytotox,?,?,.,i,?,?,?,.
FLuc inh,.,.,.,.,-9%[172 µM],.,-6%,.
IP6K1 inh,7,7,5,4,-7,4,5,14
SNCA viab count,.,9%[12.5 µM],-7%,3%,3%[87.6 µM],6%[12.5 µM],6%,-3%

[25] O=C(CCn1ccn2nc3c(c2c1=O)CCCC3)NCc1ccc2c(c1)OCO2
[26] Cc1cc(N2CCC(C)CC2)nc2ccc(NC(=O)Cc3ccccc3Br)cc12
[27] Cc1ccc(OCCn2nnc3sc4c(c3c2=O)CCC(C)C4)cc1 (centres undefined)
[28] COc1ccc(CNC(=O)C2CCCN2Cc2ccc(-c3cccc(OC)c3)cc2)cc1 (centres undefined)
[29] Cc1ccc(Cn2ccn(Cc3ccc(C)cc3)c(=O)c2=O)cc1
[30] O=C(c1ccccc1F)N1CCCC2(CC(c3ccccn3)=NO2)C1 (centres undefined)
[31] COc1ccc(Cn2c(C(=O)O)c(CNC3CCCCC3)c3ccc(C)cc32)cc1
[32] COCCNC(=O)C[C@@H]1c2nc(NC(=O)c3ccnc(Cl)c3)sc2C[C@@H]2[C@](C)(CO)[C@H](O)CC[C@]21C

Screen / compound no.,25,26,27,28,29,30,31,32
SNCA expr inhib,30%,35%[activator],-8%,-11%,-11%,1%,20%,?
GPT2 inh,i,.,.,i,.,i,.,1%
3T3 cytotox,-8%,.,.,40µM*,.,i,.,i
HEK cytotox,-2%,.,.,32µM*,.,-3%,.,0%
FLuc inh,?,.,.,.,.,.,.,1%
IP6K1 inh,-12,30,-8,10,-13,-3,-2,-12
SNCA viab count,-1%,-5%,-10%,3%,8%,3%,-14%,-1%

[33] O=C(COc1ccc(F)cc1)OCc1cc(=O)n2nc(C3CC3)sc2n1
[34] COc1ccc(C)c2sc(N3CCN(C(=O)c4ccco4)CC3)nc12
[35] CCN(CC)CCNC(=O)c1ccc(-c2nc(CS(=O)(=O)c3ccc(C)cc3)c(C)o2)cc1
[36] CCn1nc(C)c(CCN(C)C(=O)Nc2cc(C)cc(C)c2)c1C
[37] CCc1nnc(SC(CC)C(=O)Nc2cc(C)ccc2C)c2cc3occc3n12 (centres undefined)
[38] COc1ccc(S(=O)(=O)N2CC[C@H]3NC(=O)N(Cc4ccccc4)C(=O)[C@H]32)cc1
[39] O=C(Cc1ccccn1)N1CCn2c(nn(-c3ccc(F)cc3)c2=O)C1
[40] COC(=O)[C@H](c1ccccc1Cl)N1CCc2sccc2C1

Screen / compound no.,33,34,35,36,37,38,39,40
SNCA expr inhib,5%,1%,0%,46%[activator],3%,35%[activator][87.6 µM],-1%,5%
GPT2 inh,.,.,.,.,.,3%[88.5 µM],i,i
3T3 cytotox,.,.,.,.,.,3%[174 µM],-13%,.
HEK cytotox,.,.,.,.,.,0%[172 µM],-10%,.
FLuc inh,.,.,.,.,.,1%[172 µM],7%,.
IP6K1 inh,-2,1,19,14,15,4,-6,.
SNCA viab count,7%,13%,-2%,?,-10%,-8%[87.6 µM],18%,5%

# Three entries from above in another layout:
no.	compound	SNCA expr inhib	GPT2 inh	3T3 cytotox	HEK cytotox	FLuc inh	IP6K1 inh	SNCA viab count
23	COc1ccc(-c2cc(N3CCC(NC(=O)c4cccc(Cl)c4)C3)n[nH]2)cc1 (centres undefined)	-25%	-9%	?	?	-6%	5	6%
24	O=C(C1CCCN(S(=O)(=O)c2ccc(Br)s2)C1)N1CCN(c2cccc(Cl)c2)CC1 (centres undefined)	-5%	.	.	.	.	14	-3%
25	O=C(CCn1ccn2nc3c(c2c1=O)CCCC3)NCc1ccc2c(c1)OCO2	30%	i	-8%	-2%	?	-12	-1%

# Other structures.
[41] COc1ccc(-c2ccc(C(=O)Nc3ccccc3F)cc2)nn1
[42] COc1ccc(Cn2c(=O)c(C(=O)NCCCc3ccccc3)nc3cccnc32)cc1
[43] Cc1cccc(NC(=O)C(=O)NCC(c2cccnc2)N2CCc3ccccc3C2)c1C (centres undefined)
[44] Cc1ccc(NC(=O)N[C@H]2C[C@@](O)(C(=O)N[C@H](C)C(N)=O)C[C@@H](O)[C@@H]2O)cc1
[45] COc1ccc(/C=C/c2onc(C)c2S(=O)(=O)N2CCC(C(=O)N3CCC(C)CC3)CC2)cc1
[46] COc1cccc(N2CCN(C(=O)Cn3ncc4c3-c3ccccc3OC4)CC2)c1
[47] COc1ccc(N(C)C(=O)c2cc3c(s2)-c2ccccc2OC3)cc1
[48] COc1cccc(NS(=O)(=O)c2ccc3[nH]cc(C(=O)NCCc4ccccc4)c(=O)c3c2)c1

Screen / compound no.,41,42,43,44,45,46,47,48
SNCA expr inhib,.,54%[activator],-15%,9%[87.6 µM],-3%,-3%,17%,16%
GPT2 inh,.,i,.,i,.,.,.,.
3T3 cytotox,?,?,.,-1%[174 µM],.,.,.,.
HEK cytotox,?,?,.,i,.,.,.,.
FLuc inh,.,.,.,-2%[172 µM],.,.,.,.
IP6K1 inh,-5,1,14,10,38,11,13,20
SNCA viab count,.,-11%,5%,0%[87.6 µM],-3%,8%,12%,6%

[49] CCC(C)(O)C(O)C(=O)OCc1ccc(O[C@@H]2O[C@H](CO)[C@@H](O)[C@H](O)[C@H]2O)c(OC)c1 (some centres undefined)
[50] O=C1N(C2CCNCC2)C(c2ccccc2)C12CCCCC2 (centres undefined)
[51] C[C@@H]1O[C@@H](OC[C@H]2O[C@@H](OCc3ccccc3)[C@H](O)[C@@H](O)[C@@H]2O)[C@H](O)[C@H](O)[C@H]1O
[52] CC1(C)CC[C@]2(C(=O)O)CC[C@]3(C)C(=CCC4[C@@]5(C)C[C@H](O)[C@H](O[C@@H]6O[C@H](CO)[C@@H](O)[C@H](O)[C@H]6O)[C@@](C)(CO)C5[C@H](O)C[C@]43C)[C@@H]2C1 (some centres undefined)
[53] Cn1nc(-c2ccc(C(=O)Nc3cccc(C(F)(F)F)c3)cc2)c2ccccc2c1=O
[54] COc1ccc(-c2noc(N3CCC(C(=O)N4CCN(c5ccccc5OC)CC4)CC3)n2)cc1
[55] COc1ccc(CN[C@H]2[C@H](O)[C@@H](N3CCN(c4ccccc4OC)CC3)[C@@H]3OC[C@H]2O3)cc1

Screen / compound no.,49,50,51,52,53,54,55
SNCA expr inhib,.,-1%,.,.,-3%,-19%,-27%
GPT2 inh,i,i,i,i,.,.,-11%
3T3 cytotox,.,-2%,.,.,.,.,?
HEK cytotox,.,?,.,.,.,.,?
FLuc inh,.,8%,.,.,.,.,-12%
IP6K1 inh,22,7,13,-2,6,-8,4
SNCA viab count,-47%[23.9 µM],0%[12.5 µM],0%[23.9 µM],-5%[23.9 µM],0%,-25%,0%

# Compound activity as filed in PubChem BioAssay.
